PvdQ acylase = blocks Pseudomonas aeruginosa PvdQ acylase activity. purified PvdQ acylase, fluorescence plate reader. inhibition, % at 10 µM. actives 0.063% (n = 340,000). AID 488965; in the data active means inhibition above about 30%, passing the limit was not always enough; inconclusive means no clear call, values can overlap the other calls;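 further: 0% = vehicle neutral wells and 100% = reference inhibitor wells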
NSD2 inh = NSD2 (human) methyltransferase inhibition; inhibition, % at 12.5 µM; actives 0.54% (n = 310,000); NSD2 peptide methylation, AlphaScreen, 120 min; O96028; in the data active means inhibition above about 50%
Rtt109 HAT inh = inhibitors of Candida albicans Rtt109/Vps75 histone acetyltransferase. inhibition, % at 34.9 µM. actives 0.16% (n = 330,000). purified Rtt109/Vps75, ThioGlo CoA-SH fluorescence, 4 h;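 active means inhibition of at least 50% in every replicate; inconclusive means best replicate reaches 50% inhibition but some replicates fall short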
CAL PDZ FP-1 = CAL PDZ (human) peptide binding inhibition | Q9HD26 | purified CAL PDZ, TMR-peptide fluorescence polarization, 1 h | inhibition, % at 24.9 µM | actives 0.92% (n = 300,000) | AID 602252;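 active means mean inhibition of at least 30% with at least half of replicates also reaching 30%; inconclusive means no clear call, values can overlap the other calls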;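 further: 0% = DMSO neutral control and 100% = excess unlabeled competitor peptide PRC23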
SR-BI DiI inh = mouse SR-BI HDL lipid transfer inhibition. ldlA[mSR-BI] CHO cells, DiI-HDL uptake fluorescence, 3 h. actives 0.96% (n = 320,000). inhibition, % at 12.5 µM;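 active means mean replicate inhibition of at least 70% and a set share of replicates each scoring 70 or more; inconclusive means meets just one of the two criteria; inactive means fails both criteria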;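 further: 0% = median of neutral control wells and 100% = median of positive control wells; values of inactives mirror those of a sister screen read the other way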
PfHsp90 set2 = reduces growth (ATP signal) of yeast expressing P. falciparum Hsp90; actives 0.32% (n = 310,000); inhibition, % at 9.4 µM; S. cerevisiae expressing PfHsp90, BacTiter-Glo ATP, 48 h; yeast lacking PDR1 and PDR3 efflux regulators;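 active means every replicate shows inhibition above about 80%, whatever the replicate mean, limit read from the data; inconclusive means mean inhibition reaches the set limit but some replicate falls short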;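 further: 0% = DMSO neutral controls and 100% = 20 µM radicicol positive controls; yeast relying on Plasmodium falciparum Hsp90 in place of its own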
dFosB activator = activators of mouse delta FosB homodimer. purified delta FosB, TAMRA-CDK5 oligo fluorescence polarization; percent of positive-control signal above neutral wells. activation, % at 25 µM. actives 0.99% (n = 340,000). P13346;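 active means mean activation above about 17%, with every replicate also reaching it, limit read from the data, passing the limit was not always enough; inconclusive means only one of the two conditions met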;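 further: fluorescence polarization rise as delta FosB binds a TAMRA Cdk5 AP-1 oligo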
CAL PDZ FP-2 = human CAL PDZ-peptide interaction inhibition. Q9HD26. purified CAL PDZ, TMR-peptide fluorescence polarization, 1 h. inhibition, % at 20 µM. actives 0.02% (n = 330,000). AID 504414;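 active means highest replicate inhibition of at least 40%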;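 further: plate controls were DMSO neutral control wells for no effect and unlabeled competitor peptide control wells for full effect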
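material = purified tagged CAL PDZ domain construct (CerCALP) | compound dosing = 20 µM, one dose | times = 1 h at RT | measured by = fluorescence polarization from S- and P-plane intensities, G-factor corrected | read-out = inhibition from polarization loss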
MITF TRPM1 HTS = activators of MITF-driven TRPM1 promoter activity in SK-MEL-5 cells | SK-MEL-5 TRPM1-promoter luciferase, 24 h; % of positive control, neutral wells = 0 | activation, % at 12.5 µM | actives 0.75% (n = 300,000);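 active means mean activation of at least 80% with every replicate also reaching 80%; inconclusive means mean reaches 80% but some replicate falls short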;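 further: 0% = neutral control wells and 100% = parthenolide positive control wells; values of inactives mirror those of a sister screen read the other way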
SR-BI DiI-HDL act = activators of SR-BI mediated HDL lipid uptake. activation, % at 12.5 µM. CHO ldlA[mSR-BI] cells, DiI-HDL uptake fluorescence, 3 h; 100 = double the neutral-control signal. actives 0.096% (n = 320,000);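 active means mean replicate activation of at least 60% and every replicate at or above 60%; inconclusive means mean or all-replicate condition met, but not both; inactive means mean below 60% and not all replicates reaching 60%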;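 further: 0% = median plate neutral-control signal and 100% = twice that signal; values of inactives mirror those of a sister screen read the other way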
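Material: SR-BI-overexpressing, LDLR-lacking CHO cells | Dosing: Single compound concentration, delivered by pin transfer | Probe or stimulus: Labelled HDL, 10 µg/mL | Signal: Bottom-read cell fluorescence after medium removal, ex 550/em 595 nm | Schedule: 3 h, 37 °C | Evaluation: HDL uptake via cellular fluorescence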
Numbers without * were called inactive; i = inactive; ? = inconclusive; . = no result given.

SMILES	PvdQ acylase	NSD2 inh	Rtt109 HAT inh	CAL PDZ FP-1	SR-BI DiI inh	PfHsp90 set2	dFosB activator	CAL PDZ FP-2	MITF TRPM1 HTS	SR-BI DiI-HDL act
Cc1ccccc1C(=O)N1CCC(C(=O)Nc2ccc(S(=O)(=O)N(C)C(C)C)cc2)CC1	-12	-1	-17	-4	.	-13	-5	-2.3	.	.
CCn1nc2cc(C(=O)NCc3cc(C(F)(F)F)cc(C(F)(F)F)c3)ccc2c1OC	-6	.	5	12	39	-50	-9	-0.2	4	-39
Cc1ccc(C2CC(c3cccc(C)c3)n3nc(N)nc3N2)cc1 (stereo unspecified)	-17	.	-5	.	-2	-1	-3	-0.4	2	2
O=C(c1cccc(F)c1)N1CCC(N2CCCCCC2)CC1	-12	1	2	1	-21	.	-5	0.4	-6	21
COc1ccc(C2=NOC(Cn3nc(C(=O)NCc4ccco4)cc3-c3ccccc3)C2)cc1 (stereo unspecified)	-8	.	0	-4	27	7	-15	-1.6	0	-27
Cn1c(SCCCC(=O)c2ccc(Br)cc2)nnc1-c1ccncc1	13	-1	-3	-2	5	1	-3	-1.0	-15	-5
CCc1ccccc1NC(=S)N(CCN(C)C)Cc1cccs1	-4	2	3	.	-22	-8	3	-0.6	11	22
COc1cccc(C2CC(c3ccc(C(C)C)cc3)n3nc(N)nc3N2)c1 (stereo unspecified)	-11	.	19	0	-2	-22	0	-0.3	5	2
O=C(CCCN1C(=O)c2ccccc2C1=O)NCCCn1ccnc1	2	-7	-4	49*	-13	8	6	0.5	2	13
COc1ccc(CCN(C(=O)C(F)(F)F)C(C(=O)NC2CCCCC2)c2ccc(C)s2)cc1 (stereo unspecified)	-1	.	13	-1	47	16	?	-1.4	-5	-47
COC(=O)c1c(C(=O)OC)c(-c2ccc(C(C)(C)C)cc2)n2c1CS(=O)C2 (stereo unspecified)	-7	3	-11	6	-10	-15	-5	-2.2	0	10
O=C(NCCN1CCOCC1)C1CC(=O)N(c2cccc(C(F)(F)F)c2)C1 (stereo unspecified)	-9	-4	-5	-8	-36	7	-1	-1.6	1	36
CC(Oc1ccc(Cl)cc1)c1ccc(C#N)c(=O)[nH]1 (stereo unspecified)	2	2	.	1	-9	-6	-2	-5.0	-7	9
O=C(CN1CCN(C(=O)c2ccccc2)CC1)Nc1ccc(Br)cn1	-12	12	-4	-6	-23	-2	-8	-0.8	-8	23
Cc1ccc(-c2cc(C(F)F)nc(N3CCOCC3)n2)cc1	3	-5	-25	3	43	-10	-4	-3.2	0	-43

Entries listed so far that bear a hit mark in CAL PDZ FP-1.
SMILES	PvdQ acylase	NSD2 inh	Rtt109 HAT inh	CAL PDZ FP-1	SR-BI DiI inh	PfHsp90 set2	dFosB activator	CAL PDZ FP-2	MITF TRPM1 HTS	SR-BI DiI-HDL act
O=C(CCCN1C(=O)c2ccccc2C1=O)NCCCn1ccnc1	2	-7	-4	49*	-13	8	6	0.5	2	13

Later entries:
SMILES	PvdQ acylase	NSD2 inh	Rtt109 HAT inh	CAL PDZ FP-1	SR-BI DiI inh	PfHsp90 set2	dFosB activator	CAL PDZ FP-2	MITF TRPM1 HTS	SR-BI DiI-HDL act
COc1ccccc1/C=C/CN1CCCC(CO)(Cc2cccc(Cl)c2)C1 (stereo unspecified)	-1	1	7	2	5	6	9	-3.5	-1	-5
CC1Cc2cc(/C(O)=C3\C(=O)C(=O)N(CCN(C)C)C3c3ccccc3F)ccc2O1 (stereo unspecified)	0	1	-2	-3	-15	.	-5	-3.2	.	15
O=C(CSc1nnc(-c2cccnc2)s1)Nc1ccnc2ccccc12	-7	.	5	-3	2	-7	-3	-1.9	-19	-2
CC(=O)Nc1ccccc1-c1nnc(SCc2ccccc2Cl)[nH]c1=O	-11	0	.	-2	-38	.	2	-2.3	.	38
O=C(O)CCCSc1nccn1-c1ccccc1	-9	20	-12	-1	-5	18	1	-2.1	4	5
COc1cccc(C2(C)NC(=O)N(CC(=O)Nc3ccc(N4CCOCC4)cc3)C2=O)c1 (stereo unspecified)	-16	0	-15	-4	-4	-16	-10	-1.1	-3	4
Cc1cc(Nc2ccccc2)n(C(=O)c2ccccc2)n1	-12	2	3	-4	47	-9	2	-0.9	23	-47
Cc1cccn2cc(CSc3nnc(Nc4ccc(C(C)C)cc4)s3)nc12	-5	-1	0	6	-7	2	-6	-1.2	-5	7
COCCCN(CC(=O)NCc1ccccc1)S(=O)(=O)c1ccc(C)cc1	10	1	8	-1	-1	1	2	.	-13	1
Cc1nn(-c2cccc(C(F)(F)F)c2)c(Cl)c1/C=N/Nc1cccc(C(=O)O)c1	4	4	16	-4	-23	-3	-1	-0.4	-13	23
CC(=O)c1cc2c(cc1NC(=O)CCc1c(C)nc3ncnn3c1C)OCO2	-7	-2	1	-2	-12	-6	1	0.0	.	12
COc1cc(Cc2nc3ccc(S(=O)(=O)N4CCOCC4)cc3[nH]2)cc(OC)c1OC	-24	1	7	-2	-37	-6	0	-1.5	-13	37
CC1CCCN(Cc2c(O)ccc3c4c(c(=O)oc23)CCCC4)C1 (stereo unspecified)	-7	-4	i	-5	.	-38	-9	-0.1	8	.
CC1(C)C2([N+](=O)[O-])CN3CC1([N+](=O)[O-])CN(C2)C3c1ccccc1 (stereo unspecified)	-4	.	12	0	-15	-5	5	-0.2	-5	15
Cc1cc(C(=O)COC(=O)c2cc(Cl)ccc2N)c(C)n1Cc1ccco1	6	-2	-9	-1	44	-20	-10	-0.4	106*	-44

Record cards, from the list above. Order of values: PvdQ acylase	NSD2 inh	Rtt109 HAT inh	CAL PDZ FP-1	SR-BI DiI inh	PfHsp90 set2	dFosB activator	CAL PDZ FP-2	MITF TRPM1 HTS	SR-BI DiI-HDL act
CC(=O)Nc1ccccc1-c1nnc(SCc2ccccc2Cl)[nH]c1=O is listed with -11	0	.	-2	-38	.	2	-2.3	.	38
Cc1cccn2cc(CSc3nnc(Nc4ccc(C(C)C)cc4)s3)nc12 is listed with -5	-1	0	6	-7	2	-6	-1.2	-5	7
Cc1cc(Nc2ccccc2)n(C(=O)c2ccccc2)n1 is listed with -12	2	3	-4	47	-9	2	-0.9	23	-47

Molecules from the list above containing a CF3 group:
SMILES	PvdQ acylase	NSD2 inh	Rtt109 HAT inh	CAL PDZ FP-1	SR-BI DiI inh	PfHsp90 set2	dFosB activator	CAL PDZ FP-2	MITF TRPM1 HTS	SR-BI DiI-HDL act
CCn1nc2cc(C(=O)NCc3cc(C(F)(F)F)cc(C(F)(F)F)c3)ccc2c1OC	-6	.	5	12	39	-50	-9	-0.2	4	-39
COc1ccc(CCN(C(=O)C(F)(F)F)C(C(=O)NC2CCCCC2)c2ccc(C)s2)cc1 (stereo unspecified)	-1	.	13	-1	47	16	?	-1.4	-5	-47
O=C(NCCN1CCOCC1)C1CC(=O)N(c2cccc(C(F)(F)F)c2)C1 (stereo unspecified)	-9	-4	-5	-8	-36	7	-1	-1.6	1	36
Cc1nn(-c2cccc(C(F)(F)F)c2)c(Cl)c1/C=N/Nc1cccc(C(=O)O)c1	4	4	16	-4	-23	-3	-1	-0.4	-13	23

The list goes on:
SMILES	PvdQ acylase	NSD2 inh	Rtt109 HAT inh	CAL PDZ FP-1	SR-BI DiI inh	PfHsp90 set2	dFosB activator	CAL PDZ FP-2	MITF TRPM1 HTS	SR-BI DiI-HDL act
Cc1ccc(C)c(NC(=S)Nc2cccc3cnccc23)c1	-7	98*	7	17	48	-8	-3	-3.2	19	-48
Cc1ccc(N2CCN(C(=O)c3cccs3)CC2)c(C)c1	-12	0	0	-5	8	-28	-1	12	.	-8
COc1cc(-c2nnc3sc(C4CCCCC4)nn23)cc(OC)c1OC	4	.	.	-8	13	-20	-4	-9.6	.	-13
COc1ccc(C(C)(C)C)cc1NC(=O)Cn1cnnn1	18	-2	-6	-2	-18	-6	0	-3.9	0	18
Cc1ccc(C(O)Cn2cc([N+](=O)[O-])nc2C)cc1 (stereo unspecified)	-17	-5	9	.	-22	-10	-2	-1.1	-7	22
Cc1ccc(NC(=S)NN2CCN(C)CC2)cc1	17	8	-2	1	-10	13	11	0.1	-6	10
NC(=O)c1ccccc1N	12	.	4	3	-18	17	-6	0.8	.	18
COc1ccc(-c2ccc(/C=C3\C(=O)N(c4ccccc4)N=C3c3ccccc3)o2)c([N+](=O)[O-])c1	-16	-5	-2	0	2	14	-6	-0.8	-5	-2
COc1cccc(NC(=O)NC(C)C2CC3CCC2C3)c1 (stereo unspecified)	-8	.	5	1	-7	9	4	-2.9	10	7
Cc1ccc(S(=O)(=O)NCC(=O)N/N=C/c2ccc(Cl)cc2)cc1	-18	-1	6	-1	-3	-17	-5	-3.7	3	3
O=C(COc1ccc(Cl)cc1Cl)N(Cc1ccco1)C1CCS(=O)(=O)C1 (stereo unspecified)	-6	-1	0	-2	6	26	6	-3.7	4	-6
O=C(N/N=C/c1cccc(Oc2ccc([N+](=O)[O-])cc2[N+](=O)[O-])c1)c1cncc(Br)c1	-5	0	0	-4	28	-8	7	-0.9	-36	-28
Cc1cc(C)cc(SCc2noc(C(=O)NCCC(C)C)c2C(=O)NCCC(C)C)c1	-12	.	2	-2	-9	2	-1	0.0	9	9
O=C(COC(=O)CCc1ccc(S(=O)(=O)N2CCOCC2)cc1)NC1CCCCCC1	-13	25	2	4	-40	-33	-9	-0.4	5	40
COc1ccc(CCNc2c3ccccc3nc3ccccc23)cc1OC	1	9	-18	-9	-43	-7	30*	-0.7	.	43
Oc1cccc(/C=N/c2c(-c3ccco3)nc3ccccn23)c1	3	8	-2	4	23	.	1	0.0	46	-23
CCCC(=O)NC(NC(=S)Nc1ccc(N=Nc2ccccc2)cc1)C(Cl)(Cl)Cl (stereo unspecified)	17	9	12	-1	64	-26	7	-0.8	-48	-64
Cc1cccc(N2CN(Cc3ccco3)CNC2=S)c1C	6	1	4	-1	1	14	2	-2.8	-2	-1
COC(=O)C1=C(C)Nc2nnnn2C1c1ccc(Cl)cc1Cl (stereo unspecified)	-14	-2	-3	-4	43	-25	2	-1.8	-5	-43
COc1ccc(C(=O)NC(=S)N2CCC(C)CC2)cc1	5	-3	-4	-1	-48	9	-6	0.1	.	48
Cc1cc(C(=O)Nc2c(F)cc(F)cc2Br)cs1	-9	-1	-5	0	-1	-9	-3	0.1	-10	1
